# EphB4 ephrin blk: EphB4-ephrin-B2 interaction antagonism; P54760; 0.15% of 97,000 active; inhibition, % at 7 µM; EphB4 LBD / TNYL-RAW-Alexa532 peptide, fluorescence polarization;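 active = inhibition above the screen-wide mean inhibition plus 3 SD, cut at about 15% in these data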;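 also: 0% = DMSO wells and 100% = excess unlabeled TNYL-RAW peptide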
# FAK blocker: inhibitors of human focal adhesion kinase. Q05397. biochemical FAK kinase activity assay. inhibition, %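 (tested at 7 µM)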. 0.84% of 97,000 active. AID 727; in the data active = inhibition above about 19%;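 also: 0% = DMSO and 100% = reference compound high control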
# MT1-MMP txn act: activates MT1-MMP transcription; HT1080 MT1-MMP promoter luciferase reporter, luminescence, overnight; hits give high values; activation factor at 10 µM; 0.16% of 86,000 active;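 active = activation factor of at least 2 for MT1-MMP transcription at 10 µM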
# Rev-RRE block: inhibitors of HIV-1 Rev-RRE RNA interaction; AID 704; inhibition, % at 8 µM; 0.79% of 97,000 active; P05866; Rev peptide-RRE RNA binding, FRET;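 active = inhibition above the screen-wide mean plus 3 SD, cut at about 35% in these data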;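 also: 0% = median DMSO wells and 100% = median Neomycin B control wells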
# Target sequence (P05866 whole entry, looked up): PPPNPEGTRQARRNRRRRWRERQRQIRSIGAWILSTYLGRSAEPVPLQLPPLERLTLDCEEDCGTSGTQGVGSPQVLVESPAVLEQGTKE
#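 System: Cy5-labelled duplex RRE RNA binding fluorescein-labelled HIV Rev peptide; Signal: fluorescein-to-Cy5 FRET, 480 nm excitation; Also added: labelled Rev peptide; Compound: one concentration, 8 µM nominal; Buffer or medium: HEPES pH 7.5 salt buffer with EDTA; Read-out: % inhibition of FRET ratio versus controls; Schedule: 5 min preincubation and 15 min binding, 25 °C.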
# PLAP act: activates human placental alkaline phosphatase. P05187. purified PLAP enzyme, luminescent substrate read-out; hits give high values. activation fold at 20 µM. 1.2% of 96,000 active. AID 696; in the data active = activation fold above about 2
# Target sequence (P05187 whole entry, looked up): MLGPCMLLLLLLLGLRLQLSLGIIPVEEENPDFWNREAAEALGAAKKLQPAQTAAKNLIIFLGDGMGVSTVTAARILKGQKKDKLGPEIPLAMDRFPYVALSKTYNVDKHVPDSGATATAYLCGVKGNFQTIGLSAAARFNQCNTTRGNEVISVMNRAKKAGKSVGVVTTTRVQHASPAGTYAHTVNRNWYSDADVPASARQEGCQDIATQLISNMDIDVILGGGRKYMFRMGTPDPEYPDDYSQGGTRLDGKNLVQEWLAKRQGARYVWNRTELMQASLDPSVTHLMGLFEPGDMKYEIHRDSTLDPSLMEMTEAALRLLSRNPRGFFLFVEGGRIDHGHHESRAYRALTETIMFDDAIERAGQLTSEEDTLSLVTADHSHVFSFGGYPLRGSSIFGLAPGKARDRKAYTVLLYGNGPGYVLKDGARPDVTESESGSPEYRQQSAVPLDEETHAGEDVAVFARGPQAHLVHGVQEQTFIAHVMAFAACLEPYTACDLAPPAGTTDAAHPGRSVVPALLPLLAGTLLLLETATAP
# S1P2 blocker: blocks the human S1P2 receptor | cell-based S1P2 antagonist assay, inhibition at 5 uM | inhibition, % at 5 µM | 0.21% of 97,000 active | AID 736; in the data active = inhibition above about 45%;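 also: CRE beta-lactamase reporter cells expressing human S1P2 stimulated with S1P; 0% = agonist at EC80 alone and 100% = agonist plus reference antagonist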
# Target sequence (O95136 whole entry, looked up): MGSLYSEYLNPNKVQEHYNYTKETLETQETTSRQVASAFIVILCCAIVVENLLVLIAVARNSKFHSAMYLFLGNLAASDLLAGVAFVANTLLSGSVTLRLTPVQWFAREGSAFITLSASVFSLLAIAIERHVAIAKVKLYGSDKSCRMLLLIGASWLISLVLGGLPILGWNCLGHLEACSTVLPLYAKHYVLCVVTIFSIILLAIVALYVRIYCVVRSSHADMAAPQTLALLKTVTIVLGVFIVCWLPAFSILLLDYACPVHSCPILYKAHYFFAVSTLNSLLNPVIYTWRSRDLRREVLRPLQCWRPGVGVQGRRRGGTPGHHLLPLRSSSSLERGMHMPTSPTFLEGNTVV
# PLK1 PBD inh: Plk1 (human) PBD binding inhibition; P53350; inhibition, %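 (tested at about 20 µM)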; Plk1 PBD phosphopeptide binding, fluorescence polarization; 0.13% of 97,000 active; in the data active = inhibition above about 34%, passing the limit was not always enough
# S1P2 ag: activates the human S1P2 receptor; O95136; S1P2-expressing cell line, agonist reporter read-out; activation, % at 4.5 µM; 0.46% of 97,000 active; AID 729; in the data active = activation above about 16%;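 also: 0% = vehicle low control and 100% = maximal reference agonist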
# PLK1 kinase inh: blocks human PLK1 kinase activity; recombinant PLK1 kinase, TR-FRET peptide phosphorylation; P53350; 0.53% of 97,000 active; inhibition, % at 10 µM;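 active = inhibition of 50% or more in the single-concentration screen; inactive = inhibition below 50%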;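 also: 0% = DMSO max control and 100% = H-89 dihydrochloride min control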
# * marks the source's active call; other numbers are inactive results; / = not tested or not shown. An excerpt. The share of hits here may be higher or lower than overall.
# The opening 2 entries (preview)
SMILES,EphB4 ephrin blk,FAK blocker,MT1-MMP txn act,Rev-RRE block,PLAP act,S1P2 blocker,PLK1 PBD inh,S1P2 ag,PLK1 kinase inh
C=CCN(c1ccc(C(=O)N(CC)CC)cc1)S(C)(=O)=O,3,0,1.4,5,/,-8,-10,-3,-9
CCCCN=Cc1c(O)n(-c2c(C)cc(C)cc2C)c(=O)[nH]c1=O,8,1,1.1,23,0.8,11,-14,-4,-7

# This part in full, from the start:
SMILES,EphB4 ephrin blk,FAK blocker,MT1-MMP txn act,Rev-RRE block,PLAP act,S1P2 blocker,PLK1 PBD inh,S1P2 ag,PLK1 kinase inh
C=CCN(c1ccc(C(=O)N(CC)CC)cc1)S(C)(=O)=O,3,0,1.4,5,/,-8,-10,-3,-9
CCCCN=Cc1c(O)n(-c2c(C)cc(C)cc2C)c(=O)[nH]c1=O,8,1,1.1,23,0.8,11,-14,-4,-7
CC(C)CC(=O)NC(Oc1ccc(Cl)cc1)C(Cl)(Cl)Cl (stereo unspecified),4,-2,/,2,1.1,-13,14,-3,-8
NC(=O)CN1CC(c2ccccc2)CC1=O (stereo unspecified),4,7,1,6,0.8,28,10,3,-4
CC(C)OC(=O)c1c(N)n(Cc2ccco2)c2nc3ccccc3nc12,2,4,1.2,33,/,2,10,-1,-15
CCCCCn1c(=O)c(C(=O)NCc2ccccn2)c(O)c2ccccc21,-2,3,0.9,-7,1.5,-18,15,-6,-25
CC12CC(c3ccccc3O1)C(C(=O)OCc1ccccc1)C(=O)N2 (stereo unspecified),-5,-2,1.2,4,/,-11,6,-1,12
Cc1ccc(CS(=O)(=O)CCC(=O)N2CCC3(CC2)OCCO3)cc1,-5,0,1,2,1.2,-16,-5,0,-9
CCc1cc2c(N3CCN(C)CC3)ncnc2s1,1,1,1.3,2,/,-15,15,2,-8
CC(=O)c1ccccc1NC(=O)C1C2CCC(O2)C1C(=O)O (stereo unspecified),2,-2,1.1,4,1.5,-6,18,-4,-8
CCCCCCC(N)CC(=O)O (stereo unspecified),-2,2,1.3,6,0.7,8,-8,-4,1
CC(=NCCO)c1c(O)n(C2CCCCC2)c(=O)[nH]c1=O,7,-1,1.1,10,1,1,-6,-6,-9
CN(C)CCN=Cc1c(O)n(Cc2ccco2)c(=O)[nH]c1=O,3,7,1.1,10,1.1,23,16,-4,-10
O=C(COc1ccccc1)N1CCN(C2CCCC2)CC1,-7,-5,1.2,-3,1.2,6,-17,-5,9
CCN(CC)CC(=O)Nc1ccc(Cl)cc1C(=O)c1ccccc1,0,2,1.1,16,/,-2,-2,-8,-5
CCOCCCNC(=O)CN1C2CCC1CC(O)(c1ccc(OC)cc1)C2 (stereo unspecified),4,5,1.6,5,0.9,21,-10,-6,-19
Cc1ccc(CN2CCN(CC(=O)N3CCC4(CC3)OCCO4)C2=O)cc1,0,1,/,-2,1.1,-29,23,0,-30
C=COCCn1c(C)c(C(=O)OCC)c2cc(O)ccc21,10,1,1.2,5,0.9,3,-32,-6,1
C=CCn1c(O)c(C(C)=NCCCN2CCOCC2)c(=O)[nH]c1=O,9,-3,1.9,9,1.2,-4,-17,-5,-2
CCCCCCCSc1cc(OC)c(CCN(C)C)cc1OC,5,8,/,8,1.4,23,-5,-1,-8
CSC1=NP(=S)(SC)N2CCCC2=C1C#N (stereo unspecified),-7,-4,1.1,2,0.9,-12,9,-10,3
CCC1CN(C)CCC1(OC(C)=O)c1ccccc1 (stereo unspecified),6,-1,1.1,3,/,-24,-25,-5,-5
CN(C)C(=O)Oc1c(Cl)cc(Cl)c2ccccc12,-1,1,1,3,1.3,-9,4,-3,1
CN1CCN(C(=O)COc2ccc(S(=O)(=O)NCc3ccccc3)cc2Cl)CC1,-8,-1,1.2,8,1.9,16,3,-7,-8
[O-][n+]1onc2c1CCC1N(O)CCC21O (stereo unspecified),0,-1,1.1,10,1,-7,4,-2,-7
CC(C)C12CN3CCN(CC(C3)/C1=N\O)C2,3,0,1,7,0.9,-18,9,-4,-11
COP(=S)(OC)SCN1C(=O)c2ccccc2C1=O,8,-5,1.2,-2,0.9,17,-13,-7,-4
COP(=O)(OC)C(NC(=O)C(C)(C)C)=C(Cl)Cl,6,-1,/,11,0.8,22,12,-5,-2
CN(C)C(=O)Oc1ccc2ccccc2c1Cl,-7,0,1.6,5,1.1,-6,-3,0,-4
CCCCP(=O)(O)CCC(=O)O,2,1,1,5,1.1,22,3,-6,-4
O=C(NCc1ccc(C(=O)N2CCC3(CC2)OCCO3)cc1)c1cccc(Br)c1,2,-3,1.1,1,1.2,9,-7,-4,-15
CC1CC2(O)c3no[n+]([O-])c3CCC2N1O (stereo unspecified),6,0,/,13,1,12,-10,-5,-11
C=CCOC(=O)COc1cc(C)cc2oc(=O)c3c(c12)CCC3,-4,3,1.1,2,0.9,-7,-8,-4,-4
CN1CCC(N(C)c2nc(-c3ccc([N+](=O)[O-])cc3)nc3ccccc23)CC1,-7,9,/,3,1.4,1,-14,-3,-3
Clc1ccc(N2CCN(Cc3ccccc3Cl)CC2)cc1,-12,0,1.2,20,0.5,10,-10,-1,-14
C/C(=N/OC(=O)N(C)C)c1ncc(C(F)(F)F)cc1N1CCOCC1,0,-1,1.3,-5,1.4,-15,-16,-3,2
CCN(CC)CCOC(=O)c1ccc(N=Cc2c(O)[nH]c(=O)[nH]c2=O)cc1,3,-2,/,24,1,19,-5,-6,-3
C=CCn1c(O)c(C(C)=Nc2ccc(N(CC)CC)cc2)c(=O)[nH]c1=O,-5,5,1.3,8,0.9,0,5,-4,-7
CCN(CC)CCCN=Cc1c(O)n(-c2ccccc2F)c(=O)[nH]c1=O,-5,-1,1.2,2,0.9,5,1,0,1
Clc1ccc2c(c1)C(c1ccccc1Cl)=NCc1nncn1-2,6,1,1,8,/,-3,1,-4,-16
CC(NC1CCCCC1)C(O)C12CC3CC(CC(C3)C1)C2 (stereo unspecified),-6,-1,1.2,-6,1.7,-11,-6,-4,0
COc1ccc(N2C(=O)CC(=O)NC2=O)cc1,4,-2,1.3,16,0.9,-3,-25,-9,-11
CN1C(=O)N(C)C(=O)C(CCc2ccncc2)(Cc2ccc3c(c2)OCO3)C1=O,-1,-1,1.2,0,1.2,12,-39,-2,-11
O=C(CCC(=O)N1CCC2(CC1)OCCO2)Nc1nnc(C(F)(F)F)s1,-2,0,1.1,2,1.2,8,4,-4,-10
CN(C)C1(CNC(=O)c2ccc(Cl)c(S(=O)(=O)NCc3ccco3)c2)CCCCC1,4,-1,/,-2,1.2,10,-5,-2,-13
Cc1ccc(-c2nc(CS(=O)CC(=O)N3CCC4(CC3)OCCO4)c(C)o2)cc1 (stereo unspecified),-4,2,0.9,-3,1.3,-1,9,-8,-5
Cc1ccc(C(c2nnnn2Cc2ccccc2)N2CC=C(c3ccc(F)cc3)CC2)cc1 (stereo unspecified),2,-4,/,7,0.8,10,-14,-5,-19
COc1ccc(CN2CCN(c3ccccc3F)CC2)cc1O,1,1,1.2,1,1.1,6,-7,-1,-4
Cc1cccc(N2C(=O)NC(=O)C3(Cc4cc(C)ccc4N(C)C3)C2=O)c1 (stereo unspecified),-7,-5,1.1,-4,1.3,7,-12,-3,-11
O=C(Cn1cnc2sc3c(c2c1=O)CCCC3)NCCC(=O)N1CCC2(CC1)OCCO2,-1,-8,1.1,-3,1.2,11,-26,-4,2
CCN1CCN(Cc2cc(Br)ccc2O)CC1,3,1,1.2,2,1.1,10,8,-5,0
CN1C(=O)C(C2c3ccccc3C(=O)N2Cc2ccccc2)C(=O)N(C)C1=O (stereo unspecified),-4,-2,1.1,6,1,3,-4,-9,-4
COc1ccc(NC(=O)CN2C3CCC2CC(O)(c2cccnc2)C3)cc1OC (stereo unspecified),9,-4,1.1,0,1.2,7,-18,-6,-13
CCN(CC)CCN=Cc1c(O)n(CCC2=CCCCC2)c(=O)[nH]c1=O,7,1,1.1,8,0.9,1,3,-5,-9
Cc1nonc1-c1nc(-c2nonc2N)n[nH]1,-11,-3,1.1,2,1,-4,-12,-5,-5
O=C(c1ccccc1)c1cn(CC(=O)N2CCCC2)c2ccccc12,-4,-2,1,1,1.1,13,9,-4,-25
CCOP(=S)(OCC)SCC(=O)NC(C)(CC)C(=O)O (stereo unspecified),3,-1,1.2,6,1.3,-6,-25,-4,18
O=C(Cc1ccccc1)OCCN1CCCCC1,-6,2,1.1,3,1,0,11,-3,-11
Cc1ccc(-c2cc(C(F)F)n3ncc(C(=O)N4CCC5(CC4)OCCO5)c3n2)cc1,-8,0,1.1,10,1.8,25,6,-3,-2
CSc1ncc(/C=C2/C(=O)NC(=O)N(C)C2=O)cn1,-6,0,/,11,0.9,-1,-7,-2,-2
# More compounds
SMILES,EphB4 ephrin blk,FAK blocker,MT1-MMP txn act,Rev-RRE block,PLAP act,S1P2 blocker,PLK1 PBD inh,S1P2 ag,PLK1 kinase inh
Cn1c(O)c(C=NCCOc2ccc(Cl)cc2)c(=O)n(C)c1=O,1,2,1.1,10,1,-11,-24,0,14
COc1cc2c(cc1OC)-c1c(OC)c(OC)cc3c1C(C2)N(C)CC3 (stereo unspecified),0,-1,1.2,6,1.3,-12,10,-3,1
Cc1ccc(N(C)C(=O)Oc2cccc3ccc(C)nc23)cc1,-1,-2,1,3,1,-6,4,-7,-2
NCC(CC(=O)O)C1CCCCC1 (stereo unspecified),-5,-2,1.3,5,0.9,2,17,-1,-33
CCN1c2nc3ccccn3c(=O)c2CC2(C(=O)N(C)C(=O)N(C)C2=O)C1C (stereo unspecified),1,3,0.9,8,/,-5,6,-5,-9
CCOC(=O)N(C)c1ccc(C(O)(C(=O)OCC)C(F)(F)F)cc1 (stereo unspecified),2,-1,1.1,-2,1.1,5,6,-4,-8
O=P(Nc1ccccc1)(Nc1ccccc1)Oc1cccc(Cl)c1,-5,-4,/,4,0.8,11,-28,-2,-5
COc1cccc(N2CCN(Cc3cccc(Cl)c3)CC2)c1,6,-1,1,1,1.5,4,-13,-4,-2
CN1CCN(c2ccc(N)cc2)CC1,2,67*,1,9,1.5,4,-9,-3,15
Cc1nc2ccccc2n1C1CCN(Cc2nnnn2CCc2ccccc2)CC1,3,6,1,6,1.8,12,9,-1,-6
Cc1ccc(N2C(=O)NC(=O)C3(Cc4ccccc4N4CCN(c5ccccc5)CC43)C2=O)cc1 (stereo unspecified),7,-5,1.1,15,1.2,-5,27,1,-10
Cc1cc(C=C2C(=O)N(C)C(=S)N(C)C2=O)c(C)n1C1CCCC1,2,4,/,19,1.1,-9,-24,-3,-6
CC(C)NC(=O)Cn1cc(C(=O)c2ccccc2F)c2ccccc21,1,-1,1.1,3,0.8,-2,8,-11,-12
Cc1ccc(C2=NCC(=O)N(CC(=O)N3CCCCC3)c3sc(C)c(C)c32)cc1,-1,-1,/,-2,1.3,-10,-18,-3,-3
CC(=O)N1N=C2C3CCN(CC3)C2C1c1ccccc1 (stereo unspecified),14,7,/,4,1,26,-16,-2,-9
Fc1ccc2c(c1)nnn2C1CCN(Cc2ccccc2)CC1,4,-1,1,-1,1,8,1,-5,2
Oc1ccc(/C=N/NP(=S)(c2ccccc2)c2ccccc2)cc1,-4,0,/,9,1.2,-29,11,-1,-15

# Complete entries from above. Screens in order: EphB4 ephrin blk	FAK blocker	MT1-MMP txn act	Rev-RRE block	PLAP act	S1P2 blocker	PLK1 PBD inh	S1P2 ag	PLK1 kinase inh
# Shown for CCOC(=O)N(C)c1ccc(C(O)(C(=O)OCC)C(F)(F)F)cc1 (stereo unspecified) = 2	-1	1.1	-2	1.1	5	6	-4	-8
# Shown for COc1cc2c(cc1OC)-c1c(OC)c(OC)cc3c1C(C2)N(C)CC3 (stereo unspecified) = 0	-1	1.2	6	1.3	-12	10	-3	1
# Shown for COc1cccc(N2CCN(Cc3cccc(Cl)c3)CC2)c1 = 6	-1	1	1	1.5	4	-13	-4	-2
# Shown for CC(C)NC(=O)Cn1cc(C(=O)c2ccccc2F)c2ccccc21 = 1	-1	1.1	3	0.8	-2	8	-11	-12
# Shown for O=P(Nc1ccccc1)(Nc1ccccc1)Oc1cccc(Cl)c1 = -5	-4	/	4	0.8	11	-28	-2	-5
